# tim23-1 inh: inhibits growth of tim23-1 mutant yeast; S. cerevisiae tim23-1 growth, BacTiter-Glo luminescence, 24 h; inhibition, % at 20 µM; 1.3% of 330,000 active;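 active = growth inhibition of the mutant yeast at or above 50%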;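 also: temperature-sensitive mutant grown at 25 °C; plate controls were DMSO-treated mutant yeast for no effect and medium wells lacking yeast for full effect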
# 697 NFkB inh: inhibitors of the PMA/ionomycin-induced NF-kB reporter in 697 B cells. 697 B-cell NF-kB luciferase reporter, 16 h. inhibition, % at 4 µM. 0.33% of 330,000 active. AID 435022; in the data active = inhibition above about 35%
# Mdm2-MdmX inh: disrupts the human Mdm2-MdmX interaction; O15151+Q00987; SaOS-2 split-luciferase Mdm2/MdmX complementation, luminescence; inhibition, % at 8 µM; 3% of 330,000 active;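 active = inhibition of at least 50% at 8 µM in the primary screen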
# Target sequence (O15151 whole entry, looked up): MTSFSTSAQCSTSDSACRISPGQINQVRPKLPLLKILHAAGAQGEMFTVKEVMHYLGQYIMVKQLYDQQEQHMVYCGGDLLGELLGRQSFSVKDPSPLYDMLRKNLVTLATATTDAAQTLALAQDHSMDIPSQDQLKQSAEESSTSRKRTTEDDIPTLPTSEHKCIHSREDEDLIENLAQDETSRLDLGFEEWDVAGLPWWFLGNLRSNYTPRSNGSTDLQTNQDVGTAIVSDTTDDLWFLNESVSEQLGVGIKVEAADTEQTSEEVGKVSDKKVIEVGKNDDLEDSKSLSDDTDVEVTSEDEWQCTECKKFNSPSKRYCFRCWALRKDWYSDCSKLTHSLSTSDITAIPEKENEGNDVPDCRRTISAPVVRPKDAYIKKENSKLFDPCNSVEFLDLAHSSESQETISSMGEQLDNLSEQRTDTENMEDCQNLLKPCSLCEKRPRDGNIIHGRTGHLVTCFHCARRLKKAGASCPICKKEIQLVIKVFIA
# Target sequence (Q00987 whole entry, looked up): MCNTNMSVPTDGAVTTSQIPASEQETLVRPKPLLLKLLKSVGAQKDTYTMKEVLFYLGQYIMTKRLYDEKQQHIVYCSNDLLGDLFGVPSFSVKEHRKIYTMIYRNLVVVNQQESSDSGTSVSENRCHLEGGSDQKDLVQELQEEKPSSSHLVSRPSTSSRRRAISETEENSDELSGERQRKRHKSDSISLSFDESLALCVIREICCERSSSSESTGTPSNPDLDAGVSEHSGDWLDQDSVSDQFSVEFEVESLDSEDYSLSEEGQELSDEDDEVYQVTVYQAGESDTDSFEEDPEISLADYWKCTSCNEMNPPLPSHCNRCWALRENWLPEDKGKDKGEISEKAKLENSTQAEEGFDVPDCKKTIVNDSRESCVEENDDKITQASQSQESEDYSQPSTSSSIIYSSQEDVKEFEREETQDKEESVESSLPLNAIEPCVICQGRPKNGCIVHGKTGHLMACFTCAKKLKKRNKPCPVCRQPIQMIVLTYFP
# TIM10 inh: growth inhibitors of TIM10 yeast strain. inhibition, % at 10 µM. 1.4% of 330,000 active. AID 463195. S. cerevisiae TIM10 strain growth, BacTiter-Glo luminescence, 24 h;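 active = inhibition of 40% or more at the single tested concentration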;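 also: wild-type TIM10 isogenic control strain grown at permissive 25 °C; 0% = DMSO yeast wells and 100% = minimal medium wells without yeast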
# UPR XBP1 act: adaptive UPR (XBP1) activation; activation, % at 20 µM; CHO-XBP1 luciferase reporter, IRE1-XBP1 UPR activation, luminescence; percent of tunicamycin response, DMSO as zero; 0.33% of 330,000 active; AID 463104;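 active = versus positive control, 20 µM dose yields 30% or more activation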;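 also: 100% = tunicamycin at 10 µg/mL and 0% = DMSO only wells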
#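 Signal: luciferase luminescence; Assay system: CHO-XBP1 luciferase reporter cells; Amount: one thousand reporter cells per well; Dosing: 20 µM single concentration, DMSO 1%; Benchmarks: high control tunicamycin 10 µg/mL final, low control DMSO vehicle only; Schedule: 6 h compound exposure at 37 °C, 5% CO2; Evaluation: percent activation relative to tunicamycin reference.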
# tim10-1 inh: inhibits growth of tim10-1 mutant yeast. S. cerevisiae tim10-1 ts strain growth, BacTiter-Glo, 24 h. inhibition, % at 20 µM. 2.2% of 330,000 active. AID 463190;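 active = inhibition of at least 40%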;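 also: mutant grown at 25 °C; 0% = DMSO wells with yeast and 100% = wells holding no yeast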
# Jurkat NFkB inh: lowers PMA/ionomycin-induced NF-kB signal in Jurkat cells | inhibition, % at 4 µM | AID 435003 | 0.53% of 330,000 active | PMA/ionomycin-induced NF-kB luciferase reporter, luminescence; in the data active = inhibition above about 50%
# CHOP UPR activ: apoptotic UPR (CHOP) activation. CHO-CHOP luciferase reporter, luminescence; percent of tunicamycin response over DMSO baseline. activation, % at 10 µM. 0.34% of 330,000 active;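 active = at 10 µM dose, activation of 40% or more, normalized to positive control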;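 also: 100% = tunicamycin at 10 µg/mL and 0% = DMSO alone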
#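 System: CHO CHOP reporter cells. Amount: 500 cells per well. Buffer or medium: F12 medium, 10% FBS. Compound dosing: one dose, 10 µM in 0.5% DMSO. Incubation: 6 h compound exposure at 37 °C after overnight seeding. Technique: Steady-Glo luciferase luminescence. Benchmarks: tunicamycin and DMSO controls.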
# The depositor's hits bear a star.
# Below each compound: TIM10 inh	Jurkat NFkB inh	697 NFkB inh	Mdm2-MdmX inh	CHOP UPR activ	UPR XBP1 act	tim23-1 inh	tim10-1 inh
[1] COCCn1c(N)c(N(Cc2ccccc2)C(=O)CSCC(=O)Nc2ccc(OC)cc2)c(=O)[nH]c1=O
    -5	-2	20	-8	-0.4	0	-12	-4
[2] C/C(=N\NC(=O)c1cc(C)nc2ccc(C)cc12)c1ccncc1
    -1	11	17	30	-1.2	-1	-7	-8
[3] O=C(/C=C\Nc1ccccc1Br)c1ccc2c(c1)OCO2
    9	-169	-356	-135	-3.4	-12	43	-22
[4] O=C(Nc1cc(S(=O)(=O)N2CCCCC2)ccc1N1CCOCC1)c1cc(=O)[nH]c2ccccc12
    0	14	2	2	0.2	-1	-2	-1
[5] CCOC(=O)C1C(=O)NC(N2CCCCC2)=NC1c1ccccc1 (stereo not drawn)
    6	-10	-1	13	0.3	2	-1	-6
[6] COc1ccc(CCNc2oc(-c3ccccc3OC)nc2C#N)cc1OC
    1	-3	11	16	-0.3	-1	33	1
[7] CCC(=O)N1CCN(c2ccc(NC(=O)COc3cccc(C)c3C)cc2)CC1
    -4	2	5	7	2.9	-2	17	11
[8] O=S(=O)(c1ccc(Cl)c2ccccc12)N1CCCC1
    10	-7	-8	16	-1.3	0	30	15
[9] N/C(=N\OC(=O)c1ccccc1Cl)c1ccc(Cl)cc1
    79*	-166	-217	-31	5.0	-2	81*	53*
[10] COc1cc(CNc2ccccc2SC)cc(OC)c1OC
    9	26	-17	38	0.8	-2	21	-9
[11] COc1ccc(N2C(=O)CC(Sc3nc4ccccc4s3)C2=O)cc1OC (stereo not drawn)
    28	2	-8	-36	9.5	-6	32	38
[12] CC(C)C[C@H](N)c1nnc(SCC(=O)Nc2ccc(Br)cc2)o1
    16	0	-8	-4	1.0	-4	2	43*
[13] CN(C)CCN(C(=O)c1ccc(S(=O)(=O)N(C)C)cc1)c1nc2cc3c(cc2s1)OCCO3
    -12	-106	-28	-18	3.0	2	7	13
[14] C[C@@H]1CN([C@@H](C)CO)C(=O)c2cc(N(C)C)ccc2O[C@@H]1CN(C)S(C)(=O)=O
    -5	-8	4	17	-0.7	0	0	6
[15] CC(C)c1nnc(SCc2ccc(CSc3nnc(C(C)C)n3N)cc2)n1N
    -1	-6	16	0	0.8	-2	14	-1

# Further compounds
# Below each compound: TIM10 inh	Jurkat NFkB inh	697 NFkB inh	Mdm2-MdmX inh	CHOP UPR activ	UPR XBP1 act	tim23-1 inh	tim10-1 inh
[16] Cc1ccc(C(=O)COC(=O)c2n[nH]c(=O)c3ccccc23)cc1
    13	-5	3	23	2.4	3	16	21
[17] CCc1noc(C)c1C(=O)N(C)CC(=O)Nc1ccc(F)c(F)c1F
    1	5	3	7	0.9	1	13	6
[18] COc1ccc(NC2c3ccccc3C(=O)N2Cc2ccccc2Cl)cc1OC (stereo not drawn)
    -6	10	21	13	1.7	-1	5	-8
[19] COc1cccc(CC(=O)N[C@@H](CCSC)c2nc3ccccc3[nH]2)c1
    -25	-15	10	-8	-0.4	-1	4	18
[20] O=C(NCc1cccs1)c1csc2ccccc12
    6	-34	-22	-9	2.2	1	16	15
[21] O=C(/C=C\Nc1cccc(F)c1)c1ccc2c(c1)OCO2
    8	-171	-411	-27	-6.5	-4	3	14
[22] COc1ccc(-n2c(SCC(=O)Nc3ccc(C(N)=O)cc3)nc3ccccc3c2=O)cc1OC
    5	-21	7	26	-1.9	-5	11	20
[23] COc1cc(/C=C2\SC(=O)N(Cc3ccc(F)cc3)C2=O)cc([N+](=O)[O-])c1O
    17	-9	7	16	0.8	-1	34	23
[24] Cc1cccc(NC(=S)NNC(=O)c2csc(C)c2)c1
    7	-65	-81	-66	6.5	4	18	11
[25] CC(=O)c1c(C)n([O-])c2ccc(C)cc2[n+]1=O
    3	6	2	12	-1.7	0	-1	1
[26] N=C1C(c2nc3ccccc3s2)=C(O)CN1NC(=O)c1c[nH]c2ccccc12
    -18	-10	11	4	-0.1	-3	-6	6
[27] c1ccc(COC(CN2CCCCCC2)CN2CCCCCC2)cc1
    -132	20	1	20	4.0	-5	-95	-73
[28] COc1ccc(-c2nnn(CC(=O)N(CC(=O)NC3CCCC3)c3ccccc3)n2)cc1OC
    7	-16	7	10	0.7	-2	1	1
[29] Cc1csc(SCC(=O)Nc2ccc3c(c2)OCCO3)n1
    -12	-32	14	-1	1.0	2	-2	5
[30] CCOc1ccccc1Nc1cc2n(c(=O)n1)CCc1cc(OC)c(OC)cc1-2
    7	11	18	29	4.6	14	17	29

# Quoted from above, nos. 16–27
# Below each compound: TIM10 inh	Jurkat NFkB inh	697 NFkB inh	Mdm2-MdmX inh	CHOP UPR activ	UPR XBP1 act	tim23-1 inh	tim10-1 inh
[16] Cc1ccc(C(=O)COC(=O)c2n[nH]c(=O)c3ccccc23)cc1
    13	-5	3	23	2.4	3	16	21
[17] CCc1noc(C)c1C(=O)N(C)CC(=O)Nc1ccc(F)c(F)c1F
    1	5	3	7	0.9	1	13	6
[18] COc1ccc(NC2c3ccccc3C(=O)N2Cc2ccccc2Cl)cc1OC (stereo not drawn)
    -6	10	21	13	1.7	-1	5	-8
[19] COc1cccc(CC(=O)N[C@@H](CCSC)c2nc3ccccc3[nH]2)c1
    -25	-15	10	-8	-0.4	-1	4	18
[20] O=C(NCc1cccs1)c1csc2ccccc12
    6	-34	-22	-9	2.2	1	16	15
[21] O=C(/C=C\Nc1cccc(F)c1)c1ccc2c(c1)OCO2
    8	-171	-411	-27	-6.5	-4	3	14
[22] COc1ccc(-n2c(SCC(=O)Nc3ccc(C(N)=O)cc3)nc3ccccc3c2=O)cc1OC
    5	-21	7	26	-1.9	-5	11	20
[23] COc1cc(/C=C2\SC(=O)N(Cc3ccc(F)cc3)C2=O)cc([N+](=O)[O-])c1O
    17	-9	7	16	0.8	-1	34	23
[24] Cc1cccc(NC(=S)NNC(=O)c2csc(C)c2)c1
    7	-65	-81	-66	6.5	4	18	11
[25] CC(=O)c1c(C)n([O-])c2ccc(C)cc2[n+]1=O
    3	6	2	12	-1.7	0	-1	1
[26] N=C1C(c2nc3ccccc3s2)=C(O)CN1NC(=O)c1c[nH]c2ccccc12
    -18	-10	11	4	-0.1	-3	-6	6
[27] c1ccc(COC(CN2CCCCCC2)CN2CCCCCC2)cc1
    -132	20	1	20	4.0	-5	-95	-73

# More compounds follow:
# Below each compound: TIM10 inh	Jurkat NFkB inh	697 NFkB inh	Mdm2-MdmX inh	CHOP UPR activ	UPR XBP1 act	tim23-1 inh	tim10-1 inh
[31] Cc1n[nH]c(=O)c2c(NC(=O)CSc3nncs3)oc(C)c12
    9	2	-1	-12	1.9	-1	-2	0
[32] O=C(NCc1ccc2c(c1)OCO2)C(=O)NC1CCCCC1
    -28	-34	-3	-2	0.1	-1	-12	17
[33] COC(=O)c1c(NC(=O)/C=C/C(=O)O)sc(Cc2ccccc2)c1C
    -5	10	5	3	2.4	-2	13	31
[34] CN(C(=O)CSc1nnc(-c2ccccc2)o1)c1c(N)n(Cc2ccccc2)c(=O)[nH]c1=O
    0	5	3	-15	-2.3	-5	10	8
[35] COc1ccc(C(CNC(=O)c2ccc(C)c(S(=O)(=O)Nc3ccccc3OC)c2)N2CCCC2)cc1 (stereo not drawn)
    -63	-12	-17	-20	-0.2	-7	-124	-33
[36] Cc1ccc(S(=O)(=O)C2(C(=O)NCc3ccccc3Cl)CC2)cc1
    11	-2	18	-46	1.0	2	21	13
[37] COc1ccc(Cl)cc1NS(=O)(=O)c1cccc(C(=O)NCC(c2ccco2)N2CCCC2)c1 (stereo not drawn)
    -4	-2	-21	-18	0.5	-4	3	-4
[38] CSc1ccccc1NC(=O)CSCc1nc2sc(C)c(C)c2c(=O)[nH]1
    3	-1	-2	22	0.4	-3	19	20
[39] CC(C)CCn1c(SCCN2CCOCC2)nc2c1c(=O)[nH]c(=O)n2C
    9	2	-4	-14	3.6	-3	-4	6
[40] CCC1(c2ccccc2)NC(=S)N(c2cccc(C)c2C)N1 (stereo not drawn)
    0	12	-14	1	-0.4	-1	22	33
[41] CCCCn1c(N)c(N(CCC(C)C)C(=O)C2CC(=O)N(c3ccc(OC)cc3OC)C2)c(=O)[nH]c1=O (stereo not drawn)
    1	4	18	14	1.1	1	-11	8
[42] CCc1ccc(C(=O)NNC(=O)CCN2CCN(Cc3ccccc3)CC2)cc1
    1	12	10	25	-1.8	0	-4	13
[43] O=C(CCC(=O)c1cccs1)OCc1nnc(-c2ccccc2)o1
    -22	-1	10	-10	-0.1	-2	-44	29
[44] CC(C)C1COS(=O)(=O)NC1CC(=O)SC(C)(C)C (stereo not drawn)
    -13	-1	-2	3	0.0	-2	1	-16
[45] Cc1ccccc1CC(=O)Nc1cc(C(C)(C)C)on1
    1	3	-1	7	-0.9	-2	25	12

# Later entries:
# Below each compound: TIM10 inh	Jurkat NFkB inh	697 NFkB inh	Mdm2-MdmX inh	CHOP UPR activ	UPR XBP1 act	tim23-1 inh	tim10-1 inh
[46] CSc1ccccc1NC(=O)CN1c2ccccc2CC1C (stereo not drawn)
    0	-7	-1	-4	-0.2	-1	10	5
[47] COc1cccc(NC(=O)CCc2nnc3ccc(N4CCN(c5cccc(OC)c5)CC4)nn23)c1
    12	2	-16	-1	3.2	-3	5	-2
[48] COc1cc(OC)c2c(c1C(CCN1CCOCC1)c1ccc(N(C)C)cc1)OC(=O)CC2c1ccc(N(C)C)cc1 (stereo not drawn)
    13	10	27	2	0.5	8	8	18
[49] CC(=O)Nc1nc(CCN2C(=O)c3ccccc3C2=O)cs1
    0	5	17	-9	-0.2	1	-1	5
[50] CC1Sc2ccc(C(=O)NCc3ccccc3Cl)cc2NC1=O (stereo not drawn)
    6	8	6	15	1.1	-2	10	10
[51] CCCN(CCO)Cc1ccc(F)c(Br)c1
    7	11	3	-9	-1.3	1	6	3
[52] O=C(C1=C(O)C(=O)N(CCN2CCOCC2)C1c1cccc(O)c1)c1cc2ccccc2o1 (stereo not drawn)
    10	-15	-32	0	-0.4	-4	7	0
[53] Cc1ccc(CNC(=O)C(CCC(N)=O)NC(=O)OCc2ccccc2)cc1 (stereo not drawn)
    13	8	0	-18	-1.3	0	4	15
[54] CCN(C(=O)COC(=O)C1CCN(S(=O)(=O)c2ccc3c(c2)OCCO3)CC1)C1CCCCC1
    11	-7	10	-3	-0.6	0	23	17
[55] COc1ccc(OC)c(N=CC2=C(O)CC(C)(C)CC2=O)c1
    -36	-25	-62	-19	1.3	2	-37	-42
[56] O=C(NCc1cccs1)C1CC(O)CN1C(=O)Nc1ccccc1 (stereo not drawn)
    -7	-8	0	-3	-2.8	-2	13	6
[57] CC(C#Cc1ccc2c(c1)COc1c3ccccc3nn1-2)OC(C)(C)C (stereo not drawn)
    -7	-44	-66	-100	4.3	4	1	21
[58] O=C(Cc1ccc([N+](=O)[O-])cc1)NCc1ccncc1
    1	9	19	6	0.4	0	-4	1
[59] CC(=O)N(CCc1ccccc1)Cc1cc2ccc(C)c(C)c2[nH]c1=O
    10	-12	-13	13	1.5	-2	14	4
[60] c1ccc(-c2cn(C[C@H]3CC[C@@H]([C@@H]4CC[C@H](Cn5cc(-c6ccccc6)nn5)O4)O3)nn2)cc1
    10	0	17	14	-0.3	-1	23	22
[61] COc1ccc(NC(=O)C(=O)NCCO)cc1Cl
    -7	4	-5	8	3.2	4	-3	12
[62] COc1cc(SC)ccc1C(=O)Nc1cccc(S(=O)(=O)NC2=NCCCCC2)c1
    -3	8	20	19	0.1	3	19	6
[63] CN(C(=O)CCS(=O)(=O)c1cc2c(cc1Cl)NC(=O)CO2)C1CCCCC1
    11	5	-15	-3	-1.3	2	18	2
